# Bioassay records as filed in PubChem BioAssay.
# mIDH1 inhibitor – human IDH1 R132H inhibition | O75874 | Potency, µM (doses to about 76.6 µM), without a hit: top-dose activity change, negative = inhibition, usual class: inhibitors | hit rate 0.093% among 390,000 | AID 602179 | IDH1-R132H enzyme, NADPH consumption, diaphorase/resazurin fluorescence; also: % is scaled to controls: 0 for no effect and ±100 for the full control effect; nearly all actives have a fitted effect of over 65% in size
#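 IDH1-R132H (0.5 ug/mL dispensed) in pH 7.5 Tris buffer was preincubated 30 min with compound, then given a substrate mix of 0.016 mM NADPH and 2 mM alpha-KG for 80 min at room temperature; remaining NADPH was read by diaphorase/resazurin fluorescence.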
# RXFP1 ag – RXFP1 (human) receptor agonism. HEK293T-RXFP1 cAMP TR-FRET, 30 min; response scale: percent of porcine relaxin response, buffer zero. Potency, µM (highest dose often 57.5 µM), without a hit: top-dose activation, actives largely listed as activators. AID 2676. Q9HBX9. hit rate 0.3% among 370,000; also: % is scaled to controls: 0 for no effect and ±100 for the full control effect; nearly all actives have a fitted effect of over 60% in size; many of its hits are not listed in these tables
# Target sequence (Q9HBX9 whole entry, looked up): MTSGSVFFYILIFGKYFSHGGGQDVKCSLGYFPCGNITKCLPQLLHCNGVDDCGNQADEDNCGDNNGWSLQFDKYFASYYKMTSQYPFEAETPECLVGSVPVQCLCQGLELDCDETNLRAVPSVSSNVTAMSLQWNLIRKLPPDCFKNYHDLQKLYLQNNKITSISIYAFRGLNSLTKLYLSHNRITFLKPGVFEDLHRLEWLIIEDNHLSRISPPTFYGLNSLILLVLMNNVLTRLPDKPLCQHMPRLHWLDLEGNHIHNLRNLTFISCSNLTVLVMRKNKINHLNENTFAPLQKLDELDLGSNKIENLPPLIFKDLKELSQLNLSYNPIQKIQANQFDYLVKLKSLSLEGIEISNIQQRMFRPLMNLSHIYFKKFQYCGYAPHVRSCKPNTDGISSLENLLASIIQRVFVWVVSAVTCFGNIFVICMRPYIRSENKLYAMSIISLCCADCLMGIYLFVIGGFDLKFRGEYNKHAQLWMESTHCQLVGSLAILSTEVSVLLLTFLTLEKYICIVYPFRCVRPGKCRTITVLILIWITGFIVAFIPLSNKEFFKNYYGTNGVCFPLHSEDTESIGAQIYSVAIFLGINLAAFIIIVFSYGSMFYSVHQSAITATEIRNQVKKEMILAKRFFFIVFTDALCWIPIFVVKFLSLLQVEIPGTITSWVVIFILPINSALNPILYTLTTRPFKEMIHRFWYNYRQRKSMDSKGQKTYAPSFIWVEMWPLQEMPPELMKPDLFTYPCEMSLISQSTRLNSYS
#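 HEK293T cells stably expressing RXFP1 were pretreated with the PDE4 inhibitor Ro 20174, exposed to compounds for 30 min at 37C, lysed, and cAMP was read by TR-FRET. Data normalized to buffer (basal) and 29 nM porcine relaxin (100%).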
# Vif-APOBEC3G blk – blocks the Vif interaction with human APOBEC3G | Q9HC16 | HeLa A3G-eYFP + Vif (tagged APOBEC3G with the HIV-1 protein that degrades it), YFP fluorescence, overnight | Potency, µM (highest dose often 46.1 µM), inactives show at the highest dose activity, negative = active, actives largely listed as inhibitors | hit rate 0.076% among 410,000;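 also: % is scaled to controls: 0 for no effect and ±100 for the full control effect; nearly all actives have a fitted effect of over 60% in size; hits raise eYFP signal because A3G escapes Vif-driven loss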
# Target sequence (Q9HC16 whole entry, looked up): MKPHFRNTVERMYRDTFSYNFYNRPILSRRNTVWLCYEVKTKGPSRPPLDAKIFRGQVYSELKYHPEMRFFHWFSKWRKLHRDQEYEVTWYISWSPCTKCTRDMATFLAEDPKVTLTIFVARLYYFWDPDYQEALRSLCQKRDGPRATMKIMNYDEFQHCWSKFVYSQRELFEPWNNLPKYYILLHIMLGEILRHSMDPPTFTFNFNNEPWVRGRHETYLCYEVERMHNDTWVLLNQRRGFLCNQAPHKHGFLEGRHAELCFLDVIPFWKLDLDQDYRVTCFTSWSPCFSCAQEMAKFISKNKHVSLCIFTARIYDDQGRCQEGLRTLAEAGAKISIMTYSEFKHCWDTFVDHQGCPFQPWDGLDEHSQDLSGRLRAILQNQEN
#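 HeLa cells stably expressing Vif and C-terminally eYFP-tagged A3G, seeded overnight at 37 deg C, then exposed to compound by pintool overnight at 37 deg C. Rise in yellow fluorescence (Ex 488/Em 500-530, Acumen) marks blocked Vif-driven A3G degradation.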
# RGS4 inh – inhibitors of human regulator of G protein signaling 4; P49798; Transcreener GDP fluorescence polarization, RGS4-accelerated GTP hydrolysis; Potency, µM (highest dose often 114 µM), for inactives: top-dose activity change, negative = inhibition, usual class: inhibitors; hit rate 0.039% among 390,000; AID 504845; also: % is scaled to controls: 0 for no effect and ±100 for the full control effect; nearly all actives have a fitted effect of over 75% in size; some results filed as inactive show a strong effect at the top dose
#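 MLSMR compounds (23 nl, pin-transferred) preincubated 10 min at room temperature with a 500nM (2x) first reagent, then RGS4 at 900nM (2x) plus Transcreener GDP mix added; fluorescence polarization (620/688 nm) read before and after 90 min at 30 °C.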
# Vif-A3F inh – inhibitors of Vif-A3F interaction; HeLa A3F-eYFP + Vif (tagged APOBEC3F with the HIV-1 protein that degrades it), YFP fluorescence increase; Potency, µM (top dose mostly 46.1 µM), for inactives: top-dose activity, negative = active; hit rate 0.2% among 390,000; also: % of control where 0% means no effect; nearly all actives have a fitted effect of over 65% in size
#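 HeLa cells stably expressing Vif plus C-terminally eYFP-tagged A3F were seeded, incubated overnight at 37 deg C, dosed with compound, incubated overnight again at 37 deg C. Yellow fluorescence (Ex 488/Em 500-530) reported blocked Vif-mediated A3F-eYFP degradation.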
# 12-LOX inh – inhibitors of human 12S-lipoxygenase ALOX12. P18054. purified 12hLO, xylenol orange hydroperoxide absorbance. Potency, µM (top dose mostly 108 µM), without a hit: at the top dose activity change, negative = inhibition, hits mostly inhibitors. hit rate 1.1% among 580,000. AID 1671190; also: % is scaled to controls: 0 for no effect and ±100 for the full control effect
#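 Hydroperoxide product was detected by ferrous iron/xylenol orange as the 573 to 405 nm absorbance ratio. Arachidonic acid at 40 uM (final) was turned over for 30 min at room temperature by 150 nM human 12hLO, pH 7.0 Hepes buffer, after 15 min compound preincubation.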
# TrxR1 substrate – rat thioredoxin reductase 1 substrate activity; O89049; purified TrxR1 substrate turnover, NADPH consumption readout; Potency, µM (titrated, usually from 114 µM), for inactives: at the highest dose activity change, negative = substrate turnover; hit rate 0.01% among 390,000; AID 588456; also: % is scaled to controls: 0 for no effect and ±100 for the full control effect; nearly all actives have a fitted effect of over 50% in size
#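 Rat TrxR1, dispensed at 90 nM, was prereduced with 400 uM NADPH (final) for 5 min at ~22 deg C, then incubated with compound 15 min before 400 uM selenite. A first-read NADPH fluorescence drop versus no-compound background flagged substrates.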
# TrxR1 inh – inhibitors of rat thioredoxin reductase 1; Potency, µM (highest dose often 114 µM), for inactives: at the top dose activity change, negative = inhibition, usual class: inhibitors; hit rate 1% among 390,000; AID 588453; recombinant rTrxR1, NADPH fluorescence consumption, selenite substrate; also: % is scaled to controls: 0 for no effect and ±100 for the full control effect; nearly all actives have a fitted effect of over 65% in size
#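 Rat TrxR1 (90 nM in the dispensed reagent) was pre-reduced with 400 uM NADPH for 5 min at room temperature, then incubated with compound for 15 min. After 400 uM selenite was added, NADPH fluorescence (Ex 340/Em 450 nm) was followed for 8 min.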
# USP1-UAF1 inh – USP1/UAF1 (human) deubiquitinase inhibition; O94782; recombinant USP1/UAF1, Ub-Rhodamine cleavage fluorescence; Potency, µM (doses to about 57.1 µM), for the others: top-dose activity change, negative = inhibition, usual class: inhibitors; hit rate 0.23% among 390,000; also: % is scaled to controls: 0 for no effect and ±100 for the full control effect; nearly all actives have a fitted effect of over 60% in size; inactives centre near -12
#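 USP1/UAF1 complex (1 nM) preincubated 15 min at room temperature with compound, then Ub-Rho substrate (150 nM final) added. Kinetic fluorescence at 480/540 nm over 6 reads at 60 s intervals; 50 mM HEPES pH 7.8, 0.5 mM EDTA, 0.1 mg/ml BSA, 1 mM TCEP, 0.01% Tween-20.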
# An asterisk follows results filed as active; ? = inconclusive; / = no result given; & = joins results of further samples; [ ] = remark or other dose. Calls follow the shape of the dose curve; as a rule, active = well fitted curve in the direction sought with a large enough effect; inconclusive = small, poorly fitted or top-dose-only effect, or another doubt; inactive = no such curve, though single readings can be large; an effect the other way counts as inactive or inconclusive. Potency is read from the fitted curve at half-maximal effect. An excerpt; the hit share may differ from the screen's.
SMILES,mIDH1 inhibitor,RXFP1 ag,Vif-APOBEC3G blk,RGS4 inh,Vif-A3F inh,12-LOX inh,TrxR1 substrate,TrxR1 inh,USP1-UAF1 inh
O=C1/C(=C/c2ccc(O)cc2)SC(=S)N1Cc1cccnc1,-4%,0.8%,-2%,4%,?,5%,-4%,-1%[57.1 µM],?
COc1cccc(C(=O)Nc2ccc(-n3nncc3-c3ccccc3)cc2)c1OC,-24%,1.0%,-1%,4%,1%,?,-9%[57.1 µM],-9%[57.1 µM],-14%
CCC(=O)N(Cc1cc2ccc(C)cc2[nH]c1=O)c1ccccc1OC,-1%,-2.2%,0%,1%,9%,1%,4%,19%,-23%
O=C(Nc1ccccc1F)Nc1cc(S(=O)(=O)N2CCOCC2)ccc1N1CCCC1,0%,3.2%,0%,-7%,3%,-4%,9%[57.1 µM],10%[57.1 µM],-12%
Cc1ccc(NC(=O)Cn2c(SCc3ccc(F)cc3)nc3cccnc32)cc1F,5%,?,3%,11%,7%,-20%,3%,15%,5%
COc1ccc(CNc2ncc(-c3ccccc3)n2C)c2ccccc12,2%,-0.5%,?,2%,-6%,10µM*,1%,1%,-8%
Cc1cccc2cc(CN(Cc3cccs3)S(=O)(=O)c3ccc4c(c3)OCCO4)c(=O)[nH]c12,8%,-1.6%,0%,14%,-2%,-27%,-1%,-1%,2%
CCC1SC2=NC(C)=C(C(=O)OCC(C)C)C(/C=C/c3ccccc3OC)N2C1=O (stereo not given),0%,0.5%,1%,2%,-11%,-29%,-11%,10%,-8%
Cc1ccc2cc(C)c(SCC(=O)NCC3CCCO3)nc2c1 (stereo not given),9%,13%,-13%,13%,?,-21%,8%[57.1 µM],19%[57.1 µM],-5%
CCC(C)N(C(=O)CSc1nnc(NC(C)C)s1)C1CCS(=O)(=O)C1 (stereo not given),-2%,0.1%,-1%,-20%,1%,-18%,-5%,2%,-4%
COC(=O)c1ccccc1NC(=O)CSc1nc2c(c(=O)[nH]1)CCC2,19%,-0.6%,-7%,-1%,-4%,1%,1%,4%,-7%
O=C(COC(=O)c1ccc(Br)o1)NC12CC3CC(CC(C3)C1)C2,2%,/,-3%,11%,0%,187%[activator],-8%,-11%,-14%
CCOc1ccc2[nH]c(=O)c(CN(CCCO)C(C)=O)cc2c1,-3%,-2.0%,0%,-13%,-1%,14%,39%[activator],-12%,-23%
CC(C)c1ccccc1NC(=O)COC(=O)CCN1C(=O)/C(=C\C=C\c2ccccc2)SC1=S,-4%,0.4%,-8%,-9%,-13%,-15%,-6%[57.1 µM],7%[57.1 µM],-14%
O=C(CSc1nnc(CNC(=O)c2ccccc2)o1)NCc1ccccc1Cl,2%,0.6%,-1%,-15%,0%,11%,5%,17%,-19%
O=C(COC(=O)c1ccc2ccccc2n1)NCc1ccccc1,-2%,-1.0%,-1%,13%,1%,-3%&-1%,2%,16%,-9%
O=C(Nc1ccc2nc(-c3cccs3)[nH]c2c1)c1cccs1,11%,-1.7%,-16%,-33%,-8%,-3%,12%,-12%,-10%
O=C(COc1ccc(Br)cc1)Nc1ccc(C(=O)OC2CCCCC2)cc1,/,4.8%,/,-34%,/,-7%,3%,11%,-13%
CC/C(=N\NC(=O)c1ccncc1)C12CC3CC(CC(C3)C1)C2,-3%,-0.8%,0%,-9%,2%,8%,0%[57.1 µM],5%[57.1 µM],-16%
COc1ccc(C(=O)n2ncc(C#N)c2N)cc1,4%,1.6%,0%,0%,3%,-15%,4%,5%,-14%
CCCCSc1ncnc2c1sc1nc(N3CCOCC3)c3c(c12)CCCC3,-6%,7.8%,-2%,-7%,-2%,-39%,0%,11%,-7%
CCO[C@@H]1OC(C(=O)NCc2nc3ccccc3[nH]2)=C[C@H](c2ccccc2)[C@H]1CCCO,5%,0.0%,-1%,29%,0%,-6%,-2%,?,8%
CC(=O)OC(C(=O)N1CCOCC1)c1c(F)cccc1F (stereo not given),18%,-1.1%,2%,-7%,-5%,-5%,3%,19%,-12%
CC1CC(=O)N(CC(=O)NCc2ccccc2)c2ccccc2S1(=O)=O (stereo not given),-4%,0.3%,3%,20%,2%,5%,1%,12%,-14%
CC1CCN(C(=O)COC(=O)c2ccc3c(c2)OCO3)CC1,3%,0.3%,-2%,-12%,3%,-12%,10%[57.1 µM],8%[57.1 µM],4%

# The results go on:
SMILES,mIDH1 inhibitor,RXFP1 ag,Vif-APOBEC3G blk,RGS4 inh,Vif-A3F inh,12-LOX inh,TrxR1 substrate,TrxR1 inh,USP1-UAF1 inh
O=C(Cc1ccc(Cl)c(Cl)c1)NNC(=S)NCC1CCCO1 (stereo not given),7%,0.3%,-1%,-9%,0%,0%,-1%,19%,-9%
O=C(O)[C@H](Cc1ccccc1)NC(=O)N1CCN(c2ccccc2)CC1,-7%,2.6%,-5%,-5%,-3%,0%,-4%,0%,-14%
CCOC(=O)c1sc(Nc2nc(C)cc(OC)n2)nc1C,1%,2.1%,1%,17%,?,1%,0%,15%,-8%
Cc1[nH]c2ccccc2c1SCC(=O)N1CCN(c2ccccc2)CC1,15%,-0.5%,0%,-30%,3%,29%,-8%[57.1 µM],11%[57.1 µM],-17%
Cn1cc(S(=O)(=O)N2CCC(Cc3ccccc3)CC2)c(=O)n(C)c1=O,0%,0.2%,1%,-8%,1%,-6%,8%[57.1 µM],10%[57.1 µM],-4%
CCOc1ccc(C(=O)NC2CCN(S(=O)(=O)c3ccccc3)CC2)cc1,6%,-0.6%,1%,0%,3%,0%,-12%,-7%,-4%
COc1cccc(-c2cccc(NC(=O)C3CCN(C4CCC4)CC3)c2)c1,5%,0.0%,-5%,8%,6%,?,-1%,-4%,-10%
CCOC(=O)C1CCN(C(=O)Cn2c(=O)c3cccn3c3cccnc32)CC1,2%,?,-3%,-24%,0%,3%,21%,7%,-12%
O=C1CSC(c2ccccn2)N1c1ccccc1F (stereo not given),2%,8.7%,-3%,-12%,0%,10%,-10%,10%[57.1 µM],0%
O=C(CNC(=O)c1ccc(Br)o1)NCc1ccc(F)cc1,0%,-3.9%,-9%,2%,0%,-13%,3%,9%,-28%
O=C(CCN1CCCCCC1)Nc1cccc(F)c1,4%,-0.2%,1%,?,5%,-6%,3%[57.1 µM],11%[57.1 µM],-3%
COC(=O)Cc1[nH]c(=O)[nH]c1C(=O)OC,1%,0.1%,0%,-2%,-3%,-28%,0%,7%,-6%
CCc1c(C)nc(N2CCN(c3ccc(F)cc3)CC2)[nH]c1=O,-1%,6.2%,0%,-15%,-7%,11%,-10%,-14%,-20%
O=C(CCNC(=O)c1ccc(Br)cc1)NCc1ccco1,1%,0.0%,-2%,-16%,7%,7%,3%[57.1 µM],2%[57.1 µM],-11%
O=C(O)CCCn1cc(NC(=O)COc2ccccc2[N+](=O)[O-])cn1,-1%,-1.0%,4%,21%,4%,1%,-7%[57.1 µM],-4%[57.1 µM],-4%
Cc1ccccc1NC(=O)c1cccc(NC(=O)c2c(C(=O)O)cccc2[N+](=O)[O-])c1,5%,/,-2%,3%,-10%,153%[activator],4%[11.4 µM],18%[11.4 µM],-7%
Cc1ccc(CNC(=O)CCCN2C(=S)NC(C)(C)CC2C)cc1 (stereo not given),4%,-0.7%,5%,-24%,3%,-26%,1%,9%[57.1 µM],-19%
O=C(Nc1cccc(Cl)c1Cl)c1ccccc1OCC(=O)N1CCOCC1,3%,-1.0%,-2%,11%,8%,0%,0%,-6%,-7%
CCOc1ccc(NC(=O)CC2C(=O)N(c3ccc(C)cc3)C(=O)N2CCC2=CCCCC2)cc1 (stereo not given),11%,1.8%,-5%,-10%,-10%,?,-8%,11%,-29%
CCOC(=O)c1cc(-c2ccc3c(c2)OCCO3)n[nH]1,-14%,2.8%,-13%,17%,0%,-12%,-7%,-11%,0%
Cc1ccc(-c2nc3ncccc3o2)cc1NC(=O)c1cccs1,0%,0.1%,-8%,-7%[11.4 µM],-10%,5%,-2%,?,-19%
Cc1ccc2c(C)nc(Nc3nc(CSc4nnnn4-c4ccccc4)cc(=O)[nH]3)nc2c1,-2%,4.4%,-16%,-16%,-10%,15%,8%,7%,-19%
Cc1noc(C)c1COc1ccc(C(=O)NNC(=O)c2ccccc2O)cc1,-2%,0.1%,-13%,-23%,6%,10%,4%[57.1 µM],12%[57.1 µM],-16%
O=C(NCc1nnnn1-c1cccc(F)c1)c1ccc(S(=O)(=O)N2CCOCC2)cc1,1%,0.0%,-1%,-4%,-4%,13%,-10%,-11%,3%
Cc1ccccc1CC(=O)N1CC(C)OC(C)C1 (stereo not given),-1%,0.1%,-1%,7%,-14%,23%,3%,24%,-17%

# Laid out differently: 2 of the compounds above.
molecule | mIDH1 inhibitor | RXFP1 ag | Vif-APOBEC3G blk | RGS4 inh | Vif-A3F inh | 12-LOX inh | TrxR1 substrate | TrxR1 inh | USP1-UAF1 inh
Cc1ccccc1NC(=O)c1cccc(NC(=O)c2c(C(=O)O)cccc2[N+](=O)[O-])c1 | 5% | / | -2% | 3% | -10% | 153%[activator] | 4%[11.4 µM] | 18%[11.4 µM] | -7%
Cc1ccc2cc(C)c(SCC(=O)NCC3CCCO3)nc2c1 (stereo not given) | 9% | 13% | -13% | 13% | ? | -21% | 8%[57.1 µM] | 19%[57.1 µM] | -5%
